Compound activity as filed in PubChem BioAssay.
MrgX1 antag = antagonists of human MrgX1 receptor, primary screen, HEK293 cells, Fluo-4 calcium flux. Mas-related G-protein coupled receptor member X1 (Homo sapiens), Q96LB2. BAM8-22 antagonism; stronger effect = lower value. B-score at 10 µM. 1.3% of 310,000 active. AID 588676, 2011;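 active = calcium-response B-score plate-corrected more than 3 library SD below zero, starting fluorescence within 5 deviations, no agonist response on first addition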;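 note: peak minus trough fluorescence over baseline after final BAM8-22 challenge near maximal dose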
Target sequence (Q96LB2 whole entry, looked up): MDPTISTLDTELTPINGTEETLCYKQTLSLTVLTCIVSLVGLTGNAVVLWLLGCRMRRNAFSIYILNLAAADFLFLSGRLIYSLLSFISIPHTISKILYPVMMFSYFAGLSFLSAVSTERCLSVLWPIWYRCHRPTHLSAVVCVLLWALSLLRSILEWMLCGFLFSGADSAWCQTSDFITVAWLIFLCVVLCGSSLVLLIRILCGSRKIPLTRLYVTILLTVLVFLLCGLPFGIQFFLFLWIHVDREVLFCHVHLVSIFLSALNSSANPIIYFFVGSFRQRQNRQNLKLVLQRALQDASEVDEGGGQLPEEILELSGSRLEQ
TRPC6 inhibitor = mouse TRPC6 channel inhibitors, primary screen, cell-based, HEK293, membrane potential dye; Short transient receptor potential channel 6 (Mus musculus), Q61143; ACh-evoked depolarization; stronger effect = lower value; B-score at 10 µM; 1.1% of 310,000 active; AID 2553, 2010;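 active = B-score under library mean minus 3 SD, initial fluorescence not abnormally high, positive integrated signal ratio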;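 note: B-score derived from integrated fluorescence ratio over the kinetic read; more negative B-score means stronger inhibition of depolarization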
RGS4 pot = RGS4 potentiators or activators, primary screen, cell-based, HEK293 M3R inducible RGS4, calcium flux | carbachol calcium flux Fluo4; stronger effect = lower value | B-score at 10 µM | 0.92% of 310,000 active;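 active = B-score of the integrated calcium signal more than 4 SD below the library mean, with starting fluorescence not abnormally high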;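 note: negative B-score means reduced calcium response which marks RGS4 activation or potentiation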
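Detection: kinetic calcium fluorescence imaging with Fluo4-AM dye, 2 µM / Material: HEK293 cells with stable M3R and inducible RGS4 / Schedule: recording 10 s baseline at 1 Hz, 100 s post-agonist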
HDAC3 inhib = HDAC3 deacetylase inhibitors, primary screen, biochemical, fluorescence, cell-free homogeneous | recombinant HDAC3, fluorogenic peptide/trypsin coupled | inhibition, % at 8.3 µM | Histone deacetylase 3 (Homo sapiens), O15379 | 0.15% of 320,000 active; in the data active = inhibition above about 26%, passing the limit was not always enough; inconclusive = no clear call, values can overlap the other calls
Target sequence (O15379 whole entry, looked up): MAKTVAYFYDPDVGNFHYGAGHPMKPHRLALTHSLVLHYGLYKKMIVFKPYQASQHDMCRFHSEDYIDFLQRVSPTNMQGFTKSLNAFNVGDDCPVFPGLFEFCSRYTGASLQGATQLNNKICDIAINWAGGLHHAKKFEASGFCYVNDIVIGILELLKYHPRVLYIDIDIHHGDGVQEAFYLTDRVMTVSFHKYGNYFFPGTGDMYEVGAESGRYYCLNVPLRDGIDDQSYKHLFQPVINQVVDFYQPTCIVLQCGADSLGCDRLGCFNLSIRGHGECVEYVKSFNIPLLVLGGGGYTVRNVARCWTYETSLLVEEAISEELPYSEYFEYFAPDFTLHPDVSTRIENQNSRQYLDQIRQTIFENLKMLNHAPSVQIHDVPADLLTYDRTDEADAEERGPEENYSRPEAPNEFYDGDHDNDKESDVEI
RGS4 block = RGS4 inhibitors, primary screen, cell-based, HEK293 M3R inducible RGS4, calcium flux; Regulator of G-protein signaling 4 (Homo sapiens), P49798; B-score at 10 µM; 0.45% of 310,000 active; Fluo-4 calcium flux; stronger effect = higher value; triggered by carbachol at its EC20;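 active = B-score, a plate-corrected calcium signal, over three deviations above library mean, with baseline fluorescence within five deviations of library mean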;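 note: RGS4 expression induced by doxycycline in cells with stable M3 receptor; B-score is computed from the integrated fluorescence ratio over baseline after carbachol; higher B-score means a larger calcium signal and so more RGS4 inhibition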
Target sequence (P49798 whole entry, looked up): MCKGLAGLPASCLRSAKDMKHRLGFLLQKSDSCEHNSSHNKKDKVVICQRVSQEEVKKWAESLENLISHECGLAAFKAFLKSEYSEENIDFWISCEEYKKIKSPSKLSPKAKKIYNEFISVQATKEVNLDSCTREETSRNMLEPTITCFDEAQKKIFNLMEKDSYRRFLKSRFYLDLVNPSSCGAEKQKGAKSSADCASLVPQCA
TRPC6 act = mouse TRPC6 channel activators, primary screen, cell-based, HEK293, membrane potential dye | B-score at 10 µM | AID 2550, 2010 | HEK293-TRPC6 membrane potential dye fluorescence; stronger effect = higher value | Short transient receptor potential channel 6 (Mus musculus), Q61143 | 0.13% of 310,000 active;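 active = B-score of the integrated fluorescence ratio above library mean plus 3 SD, and starting fluorescence ratio within library mean plus 5 SD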;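 note: higher score means more depolarization so channel activation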
MrgX1 allo act = positive allosteric modulators of MrgX1, primary screen, HEK293 cells, Fluo-4 calcium flux; Mas-related G-protein coupled receptor member X1 (Homo sapiens), Q96LB2; FDSS; stronger effect = higher value; B-score at 10 µM; 0.63% of 310,000 active;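 active = plate-corrected calcium response at least 3 library SD above typical, normal starting fluorescence, not activating the receptor alone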;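 note: compound read alongside a low EC10 to EC30 dose of BAM8-22 agonist; peak minus trough fluorescence over baseline measured at the second addition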
MrgX1 ag = agonists of human MrgX1 receptor, primary screen, HEK293 cells, Fluo-4 calcium flux. Mas-related G-protein coupled receptor member X1 (Homo sapiens), Q96LB2. Fluo-4 calcium fluorescence, agonist mode; stronger effect = higher value. B-score at 10 µM. 0.44% of 310,000 active. AID 588627, 2011;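 active = calcium response B-score plate-corrected fluorescence ratio at least 3 library SD, with starting fluorescence B-score inside 5 SD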
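Material: MrgX1-expressing HEK293 cells / Dosing: compound as first of three additions / Incubation: overnight seeding, then 1 h dark dye loading / Signal: Fluo-4 NW calcium fluorescence / Evaluation: B-scored fluorescence response ratio / Benchmarks: positive and negative control wells on each plate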
ANO1 block = TMEM16A chloride channel inhibitors, primary screen, cell-based, HTS; Anoctamin-1 (Mus musculus), Q8BHY3; HEK293 TMEM16A/YFP iodide influx fluorescence, ionomycin; normalized B-score (activity score, 25-100; higher = stronger inhibition) at 10 µM; 1.2% of 310,000 active; AID 588511, 2011;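 active = ratio plate-corrected score three or more library SD toward inhibition, starting fluorescence score within five deviations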;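 note: score derived from kinetic fluorescence span divided by baseline fluorescence per well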
SKKanGAS inh = S. pyogenes SKKanGAS growth inhibitors in kanamycin, primary screen, streptokinase expression inhibitor project, SKKanGAS strain, BacTiter-Glo luminescence; 6 h; inhibition, % at 7.5 µM; 1.3% of 300,000 active;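 active = mean replicate score, as percent of positive control median, at least 50; inconclusive = mean below 50 but one replicate at or above 50; inactive = mean and every replicate below 50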;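 note: strain carries kanamycin resistance gene driven by streptokinase promoter and grows in 40 µg/ml kanamycin; loss of luminescence reflects streptokinase promoter inhibition or plain growth inhibition; 0% = median of DMSO wells and 100% = positive control at its reference dose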
TMEM16A act = TMEM16A chloride channel activators or potentiators, primary screen, cell-based, HTS | B-score at 10 µM | 0.3% of 340,000 active | Anoctamin-1 (Mus musculus), Q8BHY3 | HEK293 TMEM16A/YFP-H148Q/I152L, iodide quench fluorescence; stronger effect = lower value;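 active = fluorescence-ratio B-score plate-corrected deviation score at least 3 library SD below zero, with starting fluorescence score within 5 deviations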;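 note: channel opened by trigger with iodide after compound preincubation; score built on the fluorescence ratio of max minus min over baseline; more negative score means more quench and so TMEM16A activation or potentiation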
Numbers without * were called inactive; i = inactive; u = inconclusive; x = not tested or not shown.

SMILES | MrgX1 antag | TRPC6 inhibitor | RGS4 pot | HDAC3 inhib | RGS4 block | TRPC6 act | MrgX1 allo act | MrgX1 ag | ANO1 block | SKKanGAS inh | TMEM16A act
Cc1nn(-c2ccccc2)c2[nH]c(=O)cc(C(F)(F)F)c12 | i | i | i | -0.2 | i | i | i | i | i | 4.2 | i
CN(C)c1nc(SCC(=O)Nc2ccc(Cl)c(Cl)c2)nc(N2CCOCC2)n1 | i | i | i | -7.8 | i | i | i | i | i | 6.7 | i
Cc1cc(C)nc(NC(=O)Nc2ccc(F)cc2F)n1 | i | i | i | 7.2 | i | i | i | i | i | 11.9 | i
CCCC(=O)NCCc1nc2cc([N+](=O)[O-])ccc2n1C | i | i | i | 0.8 | i | i | i | i | i | -0.9 | i
COc1ccccc1CN1CC(C(=O)NCCN2CCOC2=O)CCC1=O (stereo unspecified) | i | i | i | -3.9 | i | i | i | i | i | 1.2 | i
CNS(=O)(=O)c1c(C)cc(C)c(N(C)S(=O)(=O)c2ccccc2)c1C | i | i | i | -5.0 | i | i | i | i | i | 6.4 | i
COc1ccc(/C=N/n2c(-c3cc(C)[nH]n3)n[nH]c2=S)cc1 | i | i | i | 8.0 | i | i | i | i | i | 3.1 | i
COc1ccc2[nH]cc(C(=O)CN3CCCC(C)C3)c2c1 (stereo unspecified) | i | i | i | 5.7 | i | i | i | i | i | -0.9 | i
CCC(=O)N1CCCc2cc(S(=O)(=O)NCc3cccs3)ccc21 | i | i | i | 2.8 | i | i | i | i | i | 5.2 | x
OCCC1CN(Cc2cccn2-c2ccccn2)CCN1Cc1ccccc1 (stereo unspecified) | i | i | i | 0.4 | i | i | i | i | i | -2.4 | i
Cc1c(C(=O)NCC2CCCO2)sc2nc(-c3ccc(F)cc3)cn12 (stereo unspecified) | i | i | i | -4.1 | i | i | i | i | i | -6.5 | i
O=C(O)c1cc(-c2ccc(Cl)cc2)n(-c2ccc(F)cc2)n1 | i | i | i | 3.5 | i | i | i | i | i | -4.9 | i
CCOC(=O)N1CCN(C(=O)CN(c2cccc(OC)c2)S(C)(=O)=O)CC1 | i | i | i | 2.6 | i | i | i | i | i | 0.2 | i
COc1ccc(C(CNC(=O)COc2ccc(Cl)c(C)c2)N2CCCCC2)cc1 (stereo unspecified) | i | i | i | x | i | i | i | i | i | -8.6 | i
CCn1c(-c2ccc([N+](=O)[O-])cc2)n[nH]c1=S | i | i | i | 0.1 | i | i | i | i | i | 4.1 | i
CN(C)S(=O)(=O)c1ccc(N2CCCC2)c(C(=O)Nc2ccccc2Br)c1 | i | i | i | -2.2 | i | i | i | i | i | -5.6 | i
CCCNC(=O)CN1C(=O)COc2ccc(S(=O)(=O)N3CCCCCC3)cc21 | i | i | i | x | i | i | i | i | i | 0.1 | i
COCCCNC(=O)c1cc(-c2cccnc2)nc2ccc(S(=O)(=O)N3CCCCCC3)cc12 | i | i | i | 1.9 | i | i | i | i | i | -10.0 | i
Cc1nc2ccccc2c(C)c1C(=O)c1ccc(F)cc1 | i | i | i | x | i | i | i | i | i | -7.4 | i
CC(C)CNC(=S)NC1CCCC1 | i | i | i | -3.2 | i | i | i | i | i | 3.3 | i
COc1ccc(NC(=O)CSc2nc3c(sc4ccccc43)c(=O)n2CCCN2CCCC2)cc1 | i | i | i | 8.5 | i | i | i | i | i | 6.8 | i
COC(=O)c1ccc([C@@H]2C[C@H]3CN(Cc4cccnc4)C(=O)[C@]34CCCN24)cc1 | i | i | i | 2.3 | i | i | i | i | i | -2.1 | i
COc1ccc(C(=O)ON=C2C=C(C)C(=O)C(C)=C2)cc1 | i | i | i | -7.4 | i | i | i | i | i | 2.8 | i
COc1ccc(-c2nc3c(c(=O)c4ccccc4n3C)c(=O)n2Cc2ccccc2)cc1 | i | i | i | -7.1 | i | i | i | i | i | 36.3 | i
Cn1c(=O)c2c(nc(NCc3ccccc3)n2C)n(C)c1=O | i | i | i | 6.4 | i | i | i | i | i | -0.4 | i
COCC(=O)N(CCc1ccccc1)Cc1cc2cc(C)ccc2nc1Cl | i | i | i | 1.6 | i | i | i | i | i | -3.5 | i
COc1ccc(C)cc1S(=O)(=O)N(CC(=O)NCc1ccco1)c1ccc(C)cc1 | i | i | i | 8.9 | i | i | i | i | i | -2.4 | i
O=C1N=C(N2CCOCC2)S/C1=C\c1ccc(-c2ccccc2Cl)o1 | i | i | i | x | i | i | i | i | i | 4.0 | i
COC(=O)c1c(NC(C)=O)sc(C(=O)Nc2ccccc2)c1C | i | i | i | 1.1 | i | i | i | i | i | -17.8 | i
COc1ccc(OCC(=O)Nc2nc3ccc(NC(C)=O)cc3s2)cc1 | i | i | i | 3.9 | i | i | i | i | i | -17.8 | i
Cc1cccc(NC(=O)c2sc(C)nc2C)c1 | i | i | i | 1.7 | i | i | i | i | i | -4.4 | i
O=[N+]([O-])c1ccc(OCCCCN2CCCCC2)cc1 | i | i | -7.63* | 5.3 | i | i | i | i | i | -0.7 | i
O=C(Nc1cccc(NC(=S)NC(=O)c2cccs2)c1)c1ccccc1 | i | i | i | 2.2 | i | i | i | i | i | -0.2 | i
Cc1nc2ncnn2c(C)c1CCC(=O)N1CC(C)CC(C)C1 (stereo unspecified) | i | i | i | -5.6 | i | i | i | i | i | 1.8 | i
Cc1nc(SCC(=O)N2CCc3ccccc32)n[nH]1 | i | i | i | 3.6 | i | i | i | i | i | -0.5 | i
O=S(=O)(NCc1ccccc1)c1cccc2nsnc12 | i | i | i | 5.0 | i | i | i | i | i | 2.8 | i
Cc1ccc(C(=O)NCc2ccco2)cc1Br | i | i | i | -0.3 | i | i | i | i | i | 0.9 | i
O=C(C1CCCCC1)N1CCc2[nH]c3ccc(F)cc3c2C1 | i | i | i | -3.5 | i | i | i | i | i | -2.9 | i
CCC(C)(C)n1nnnc1C(C(C)C)N1CCC(C(N)=O)CC1 (stereo unspecified) | i | i | i | -2.0 | i | i | i | i | i | -4.8 | i
COc1cc(NC(=O)C2COc3ccccc3O2)c(OC)cc1Cl (stereo unspecified) | i | i | i | -4.1 | i | i | i | i | i | -2.7 | i
Cc1nc2sccc2c(=O)n1N | i | i | i | -5.2 | i | i | i | i | i | -2.6 | i
Cc1oc(-c2cccs2)nc1CN1CCC(CO)(CCOc2ccccc2)CC1 | i | i | i | -10.2 | i | i | i | i | i | 3.6 | i
CN(c1ccccc1)S(=O)(=O)c1ccc(NC(=O)c2ccc(-c3ccccc3)cc2)cc1 | i | i | i | -4.9 | i | i | i | i | i | 9.1 | i
COc1cccc(OC)c1C(=O)NC(=S)NCc1cccnc1 | i | i | i | -5.5 | i | i | i | i | i | -3.3 | i
COc1cccc(C(=O)NCc2ccc(N3CCN(C(=O)OC(C)(C)C)CC3)cc2)c1 | i | i | i | 4.3 | i | i | i | i | i | 3.7 | i
CC1CCCCC1NCC#CCOc1ccc(Cl)cc1 (stereo unspecified) | i | i | i | 2.9 | i | i | i | i | i | 19.3 | i
CC(=O)Nc1cc2c(ccc3ccccc32)oc1=O | i | i | i | -13.1 | i | i | i | i | i | 14.1 | i
C=CCCC(=O)Nc1nc(C)c(-c2csc(Nc3ccc(Cl)cc3)n2)s1 | i | i | i | 0.2 | i | i | i | i | i | 29.4 | i
COc1ccc(OCCCC(=O)Nc2cc([N+](=O)[O-])ccc2C)cc1 | i | i | i | 0.5 | i | i | i | i | i | -7.4 | i
Cc1ccc(NC(=O)c2ccc(-n3cccn3)nc2)cc1 | i | i | i | -8.1 | i | i | i | i | i | -6.1 | i
c1cnc2ncc3sccc3c2c1 | i | i | i | -1.9 | i | i | i | i | i | -1.8 | i
CCOC(=O)NC(NC(=O)OCC)C(=O)c1ccccc1 | i | i | i | -0.8 | i | i | i | i | i | -1.2 | i
COCCN(Cc1cc2cccc(C)c2n2nnnc12)C(=O)C(F)(F)F | i | i | i | 5.6 | i | i | i | i | i | 2.4 | i
Cc1ccc(SCn2nnc3ccccc3c2=O)c(C)c1 | i | i | i | x | i | i | i | i | i | 3.7 | i
CC(C)C(=O)Nc1c2c(nn1-c1ccccc1)CSC2 | i | i | i | -13.0 | i | i | i | i | i | 0.9 | i
O=C(O)c1ccc(N/N=C/c2ccc(OC(=O)c3ccccc3Cl)cc2)cc1 | i | i | -14.1* | 0.1 | i | i | i | i | i | 63.4* | i
CCOC(=O)/C(=N/Nc1ccccc1)Sc1nnnn1-c1ccc(C)cc1 | i | i | i | 7.0 | i | i | i | i | i | 33.5 | i
CC(C)(O)C(=O)NNC(=S)Nc1ccc(F)c(Cl)c1 | i | i | i | -5.2 | i | i | i | i | i | -8.1 | i
CCOCCCn1c(=N)c(C(N)=S)cc2c(=O)n3cccc(C)c3nc21 | i | -8.93* | i | -102.7 | i | i | i | i | i | -0.6 | i
Cc1cccc(NC(=O)Nc2c(C)n(C)n(-c3ccccc3)c2=O)c1C | i | i | i | 1.9 | i | i | i | i | i | 0.0 | i

(continued)
SMILES | MrgX1 antag | TRPC6 inhibitor | RGS4 pot | HDAC3 inhib | RGS4 block | TRPC6 act | MrgX1 allo act | MrgX1 ag | ANO1 block | SKKanGAS inh | TMEM16A act
O=S(=O)(c1cc(F)ccc1F)N1CCC2(CC1)OCCN2S(=O)(=O)c1cccs1 | i | i | i | -11.6 | i | i | i | i | i | 3.1 | i
COc1ccc(NC(=O)CSc2ccc3nnc(-c4ccccn4)n3n2)c(OC)c1 | i | i | i | -7.2 | i | i | i | i | i | u | i
COc1ccc(NC(=O)C(C)Oc2ccc(/C(C)=N\O)cc2)cc1 (stereo unspecified) | i | i | i | -3.6 | i | i | i | i | i | -1.4 | i
O=C(NCc1ccco1)c1ccc(OCC2CCCO2)cc1 (stereo unspecified) | i | i | i | 8.5 | i | i | i | i | i | 0.4 | i
CC(C)CNC(=O)c1cc([N+](=O)[O-])ccc1N1CCCCC1 | i | i | i | 4.2 | i | i | i | i | i | 0.4 | i
